CHOP inhibitor = inhibitors of CHOP promoter induction, primary screen, cell-based, unfolded protein response, luciferase reporter; inhibition, % at 10 µM; 220,000 compounds, 3.8% hits; CHO-K1 CHOP-promoter luciferase, tunicamycin-induced, 15-18 h;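 active = compounds that reduced the stress-induced luciferase reporter signal by more than about 70% of percent inhibition, limit read from the data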;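 also: 0% = tunicamycin plus vehicle and 100% = wells without tunicamycin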
PPC-1+TRAIL kill = compounds killing PPC-1 cancer cells with TRAIL present, primary screen, TRAIL potentiator project, ATPLite luminescence, uHTS | AID 1443, 2008 | PPC-1 cells + TRAIL, ATPLite viability luminescence | 220,000 compounds, 0.41% hits | cell killing (% activity), % at 4 µM;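 active = cell killing above 50% in the first pass at 4 µM, then a duplicate retest at 5 µM averaging 50% or more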;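 also: plate controls were cells with TRAIL plus DMSO for no effect and medium-only wells lacking cells for full effect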
EBV gp42 inh = Epstein-Barr virus gp42 inhibitors, primary screen, biochemical, uHTS, fluorescence polarization. inhibition, % (tested at 21.74 µM). Fluorescence polarization binding assay, mP read-out. AID 1085, 2008. Glycoprotein 42 (Epstein-Barr virus (strain AG876)), Q1HVG2. 220,000 compounds, 0.42% hits; in the data active = inhibition above about 50%
Target sequence (Q1HVG2 whole entry, looked up): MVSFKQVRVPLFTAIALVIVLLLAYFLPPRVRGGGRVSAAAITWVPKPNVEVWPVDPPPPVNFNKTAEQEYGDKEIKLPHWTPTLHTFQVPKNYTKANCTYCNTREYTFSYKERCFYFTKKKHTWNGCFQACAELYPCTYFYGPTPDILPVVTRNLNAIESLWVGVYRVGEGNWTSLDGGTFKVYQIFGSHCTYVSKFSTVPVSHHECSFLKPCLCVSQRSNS
Runt-SMMHC FRET = inhibitors of RUNX1 Runt–CBFb-SMMHC binding, primary screen, biochemical, FRET, Cerulean-Runt, Venus-CBFb-SMMHC, uHTS. Cerulean-Runt/Venus-CBFb-SMMHC FRET ratio 530/480, 1 h. inhibition, % at 20 µM. 220,000 compounds, 0.74% hits. AID 1434, 2008;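 active = mean inhibition across duplicate retests at 20 µM reaching about 50%, limit read from the data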;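 also: 0% = DMSO wells and 100% = wells with excess untagged CBFb-SMMHC; inhibitors lower the FRET ratio by blocking Runt binding to CBFb-SMMHC; some results filed as inactive read as strong as hits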
Target sequence (Q01196 whole entry, looked up): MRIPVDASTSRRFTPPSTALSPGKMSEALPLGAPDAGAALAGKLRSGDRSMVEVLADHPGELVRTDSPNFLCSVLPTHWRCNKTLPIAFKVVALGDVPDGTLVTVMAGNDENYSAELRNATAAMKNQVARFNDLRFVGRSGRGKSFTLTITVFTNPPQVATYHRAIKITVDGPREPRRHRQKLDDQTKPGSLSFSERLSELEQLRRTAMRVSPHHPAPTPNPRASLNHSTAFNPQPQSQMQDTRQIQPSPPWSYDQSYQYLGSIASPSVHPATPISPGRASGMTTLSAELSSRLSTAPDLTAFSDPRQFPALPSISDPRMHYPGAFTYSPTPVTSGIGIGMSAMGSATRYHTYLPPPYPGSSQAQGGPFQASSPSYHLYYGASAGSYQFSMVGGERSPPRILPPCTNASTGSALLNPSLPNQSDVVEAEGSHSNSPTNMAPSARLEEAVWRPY
Target sequence (Q13951 whole entry, looked up): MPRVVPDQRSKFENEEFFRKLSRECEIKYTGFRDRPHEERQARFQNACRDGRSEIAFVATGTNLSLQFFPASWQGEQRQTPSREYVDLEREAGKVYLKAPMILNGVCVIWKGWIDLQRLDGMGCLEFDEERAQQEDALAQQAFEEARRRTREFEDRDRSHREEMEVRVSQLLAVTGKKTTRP
Mdm2 ligase inh = MDM2-luciferase reporter signal enhancers, primary screen, MDM2 E3 ligase inhibitor project, cell-based, luminescence, 1536-well; cell-based MDM2 ubiquitination luciferase reporter, 2 h; 0 = plate control, 100 = twice control, blank-subtracted; E3 ubiquitin-protein ligase Mdm2 (Homo sapiens), Q00987; signal enhancement, % at 5 µM; 210,000 compounds, 0.11% hits; AID 1230, 2008;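 active = signal enhancement of 30% or more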;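 also: luminescence tracks abundance of the self-degrading MDM2-luciferase fusion protein; higher signal means inhibition of MDM2 E3 ligase activity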
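System: stable MDM2–luciferase fusion reporter cells / Input: 2000 cells seeded into each well / Schedule: 4 h settle plus 2 h compound, 37 °C / Compound: single-point 5 µM / Buffer or medium: cells held in DMEM / Benchmarks: control and blank well means / Evaluation: percent signal gain over controls, blank-subtracted / Measured by: luciferase luminescence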
TNF death inh = inhibitors of TNF-alpha triggered necroptosis, primary screen, cell-based, Jurkat FADD-/-, single concentration | Jurkat FADD-/- TNF necroptosis rescue, ATP luminescence, 24 h; 0 = TNF only, 100 = no-TNF cells | activation (protection from cell death), % at 10 µM | 220,000 compounds, 0.068% hits;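 active = activation, meaning protection from cell death, of at least 50% relative to plate controls; inactive = activation below 50%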;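 also: necroptosis triggered by 40 ng/mL TNF-alpha added together with compound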
TRPML3 agonist = human TRPML3 channel agonists, primary screen, cell-based, HEK293 TRPML3-YFP, Fluo-8 calcium fluorescence, 3 µM; activation, % at 3 µM; 100% = the carbachol control signal; 220,000 compounds, 0.29% hits; AID 1448, 2008; Mucolipin-3 (Homo sapiens), Q8TDD5;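 active = activation above its plate's cutoff, the mean activation of the plate's test wells plus 3 SD, cut at about 12% in these data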;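 also: 0% = DMSO only wells and 100% = carbachol wells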
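Material: TRPML3-YFP stable HEK293 cells | Dosing: One concentration, 3 µM nominal, 0.3% DMSO | Timing: 125 s total fluorescence read per well | Technique: Fluo-8 calcium dye fluorescence, ex 470-495, em 515-575 nm | Measure: Percent activation from peak-to-basal fluorescence ratio, scaled between DMSO and carbachol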
TRPN1 ag = zebrafish TRPN1 channel agonists, primary screen, cell-based, HEK293, calcium fluorescence; HEK293 zebrafish TRPN1-YFP, Fluo-8 calcium fluorescence; 100% = response to 87 µM carbachol; transient receptor potential cation channel N1 (TRPN1/NompC), Danio rerio; 220,000 compounds, 0.18% hits; activation, % at 3 µM; AID 1424, 2008;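 active = activation above its plate's cutoff, the mean activation of test wells on that plate plus 3 SD, cut at about 19% in these data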;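 also: 0% = DMSO alone and 100% = 87 µM carbachol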
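Material: zebrafish TRPN1-YFP in HEK293 cells; Doses: single test compound dose, 3 µM nominal, 0.3% DMSO; Timing: dye loading 1 h at 37 °C, then 30 min room temperature; Technique: intracellular calcium fluorescence with Fluo-8; Benchmarks: high carbachol 87 µM, low DMSO alone.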
p47phox inh = p47phox/p22phox peptide binding inhibitors, primary screen, biochemical, uHTS, NADPH oxidase regulatory subunit; AID 1274, 2008; 220,000 compounds, 0.53% hits; Neutrophil cytosol factor 1 (Homo sapiens), P14598; fluorescence polarization, 2 h; inhibition, % at 24.7 µM;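 active = inhibition above about 30%, limit read from the data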;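 also: 0% = p47phox with labelled peptide and 100% = labelled peptide alone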
* hit, by the source's call; nt = no result given.

SMILES	CHOP inhibitor	PPC-1+TRAIL kill	EBV gp42 inh	Runt-SMMHC FRET	Mdm2 ligase inh	TNF death inh	TRPML3 agonist	TRPN1 ag	p47phox inh
C=CCOC(=O)C1=C(C)Nc2nnnn2C1c1cccc(OC)c1OC (configuration not stated)	45.8	-3.4	-3.7	-0.2	-2.6	1.0	0.6	0.4	0.3
CCc1cc(=O)oc2cc(C)cc(OCC(C)=O)c12	10.4	-13.6	-0.9	-0.6	-8.7	1.4	0.3	-1.3	-2.3
CSc1nsc(/C=C/Nc2ccc(O)cc2C)c1C#N	7.4	5.5	-1.0	10.8	-12.9	-12.6	-0.6	0.9	-1.5
c1ccc(CN2CCN(c3ncccn3)CC2)nc1	nt	19.3	nt	-0.2	nt	-1.8	1.0	-0.1	nt
CCOC(=O)c1ccc(NC(=S)N(CCCN2CCCC(C)C2)Cc2ccco2)cc1 (configuration not stated)	13.4	20.9	-3.4	-2.3	-7.4	1.5	0.6	0.1	-19.7
CCn1c(=O)cc(SCC(=O)Nc2ccc3c(c2)OCO3)c2ccccc21	26.5	-26.3	0.3	3.9	-16.7	-5.5	-0.5	-1.1	-9.5
Cc1c(C(=O)N/N=C/c2ccccc2)sc(=S)n1C	5.2	4.7	-12.2	-5.2	-16.1	-2.9	0.5	1.5	-11.9
COc1cc(CNC(C)C)c(Br)cc1OC1CCCC1	11.7	14.1	-3.3	2.9	-7.8	1.5	1.8	0.2	-1.1
Cc1noc(C)c1COc1cccc(C(=O)N2CCc3ccccc32)c1	48.4	5.2	-6.7	-3.1	-5.6	-1.8	-0.1	0.5	-3.9
Nc1ccc(S(=O)(=O)Nc2ccccn2)cc1	-9.3	14.8	-9.6	-4.4	nt	0.6	0.0	0.4	3.6

Part of the list above, reduced to CHOP inhibitor and Runt-SMMHC FRET:
molecule	CHOP inhibitor	Runt-SMMHC FRET
Cc1noc(C)c1COc1cccc(C(=O)N2CCc3ccccc32)c1	48.4	-3.1
Nc1ccc(S(=O)(=O)Nc2ccccn2)cc1	-9.3	-4.4

New compounds follow.
SMILES	CHOP inhibitor	PPC-1+TRAIL kill	EBV gp42 inh	Runt-SMMHC FRET	Mdm2 ligase inh	TNF death inh	TRPML3 agonist	TRPN1 ag	p47phox inh
COc1ccc(OC)c(S(=O)(=O)NCC2CCCO2)c1 (configuration not stated)	-2.7	1.5	-5.8	1.0	-2.3	0.9	0.5	0.6	-5.2
O=C(CCNc1cccc(F)c1)c1cccc([N+](=O)[O-])c1	4.2	4.7	4.1	0.2	-1.1	-1.7	4.5	-1.1	-4.5
O=C(Nc1ccccc1C(=O)N1CCNCC1)c1ccco1	10.1	18.3	-8.7	2.2	-11.5	-0.9	0.6	0.3	-8.1
CCOc1ccc(N2C(=O)CC(N3CCC(O)(c4ccc(Br)cc4)CC3)C2=O)cc1 (configuration not stated)	42.1	0.5	-16.5	0.2	-17.1	-1.6	0.8	0.0	-15.4
O=c1[nH]c(SCc2ccc(F)cc2Cl)nc2ccccc12	-14.8	20.7	-12.2	-2.6	-10.4	-0.6	2.0	-0.1	-11.8
O=C(c1cccc(Cl)c1)N1CCC(=O)N(C(COCc2ccccc2)Cc2ccccc2)CC1 (configuration not stated)	19.4	1.5	0.8	0.8	nt	2.6	-0.6	-0.3	-4.6
Cc1ccc(NC(=O)COC(=O)[C@@H]2CCCN2C(=O)c2cccs2)cc1S(=O)(=O)N(C)C	2.0	14.9	-17.8	-0.9	nt	0.9	0.1	0.4	-9.5
COc1cc(Cl)c(C)cc1NC(=O)CSc1ccc(C)cc1	73.8*	16.0	-6.1	-1.0	-16.1	0.0	0.6	-0.5	-16.4
O=C(NCCN1CCCCC1)c1c(O)c2ccccc2[nH]c1=O	8.1	-3.9	-8.3	3.9	-14.3	0.7	0.8	1.2	18.3
CNC(=O)/C(C#N)=C/c1c(F)cccc1Cl	-22.4	25.9	-20.5	2.1	7.4	-0.2	0.7	0.4	-11.1
CC1(C)Cc2c(c(-c3ccco3)nc3sc4c(NCCN5CCOCC5)ncnc4c23)CO1	28.2	-6.2	-6.2	10.1	-10.1	-8.9	0.1	1.7	-33.4
Cc1ccc(C(=O)C(C(=O)/C=C/c2ccccc2)=C2SCCCS2)cc1	-79.4	31.6	-3.6	-3.9	7.8	-6.2	0.5	0.2	-7.4
CCc1ccc2nc(N=C(N)N)nc(C)c2c1	-3.5	18.9	-6.7	-3.4	-43.0	-1.8	0.2	-0.7	-1.0
COc1ccccc1NC(=O)N(Cc1cc2cc(OC)c(OC)cc2[nH]c1=O)CC1CCCO1 (configuration not stated)	13.7	3.4	-11.7	-2.6	-9.6	-4.3	1.7	1.8	-5.5
CCn1ccnc1C(O)c1cccc(OC)c1 (configuration not stated)	-0.4	-19.6	-15.3	2.4	-1.0	0.6	0.4	0.5	-0.7
COC(=O)Cc1csc(Nc2ccc(Cl)cc2)n1	-25.2	4.8	-17.8	-1.4	0.5	6.8	0.8	-0.6	-17.7
COCCCn1c(SCC(=O)O)nc2cc(OC)c(OC)cc2c1=N	-17.2	-3.5	0.5	0.8	-27.5	-0.5	1.1	0.0	0.7
CCCc1ccc(OCc2ccc(C(=O)O)o2)c(OC)c1	3.5	15.2	-5.6	-3.4	-4.6	-0.7	-0.1	-0.5	-10.0
COc1ccc(C)cc1N(C(=O)COc1cccc(F)c1)c1nc2ccccc2s1	7.3	14.6	-25.7	2.6	-19.5	1.9	0.9	2.8	-22.8
Fc1ccc(-c2csc3ncnc(Cl)c23)cc1	25.8	20.2	-28.3	0.8	-10.2	-7.0	-0.9	-0.5	-8.6
CCC(=O)NNc1ccc(Br)cc1	0.1	1.4	-4.3	-0.1	-5.1	0.7	0.1	1.7	4.6
Cc1ccc(O)c(C(=O)c2cnn(C(=O)Cc3csc(C)n3)c2)c1	46.5	13.2	-24.6	3.2	-22.7	-3.0	1.2	1.2	2.7
COc1cccc(CNc2ccc3c(c2)ncn3C(C)C)c1OC	-44.4	19.2	-9.4	17.5	-40.2	1.8	1.1	2.5	-4.0
COc1ccccc1CCNC(=O)c1nc(-c2cccs2)no1	-34.2	2.0	-0.8	-1.7	-18.7	-0.3	-0.6	-0.6	-0.1
Clc1ccc(-n2ncc3c(NCc4ccccn4)ncnc32)cc1	9.9	nt	-14.3	-5.8	-23.7	-0.1	0.0	0.6	0.4
CCN(CC)CCCNc1nc(CN2CCOCC2)nc2sc3c(c12)CCC3	-10.6	-3.1	-8.6	-10.8	-7.1	3.0	0.3	-1.3	-3.0
Nc1ccc(O)c(-c2nc3ccccc3s2)c1	-74.4	-2.2	21.2	28.1	-18.8	-3.1	1.5	1.9	17.3
C/C(=N\O)C1/C(=N/O)CC2C1C2(C)C (configuration not stated)	16.3	6.1	-10.2	-0.4	-12.8	-0.2	0.2	1.3	-4.2
COc1ccc(C(C)=O)cc1CSc1nc2ccccc2c(=O)n1-c1ccccc1C	22.7	7.7	-7.8	1.7	-0.7	0.2	0.8	0.2	-17.3
Cc1ccccc1NS(=O)(=O)c1ccc(NC(=O)c2ccco2)cc1	-9.2	-7.5	2.2	-2.0	-13.1	-1.0	1.0	1.8	-4.8
COc1cccc(CNC(=O)CSc2ccc(-c3ccccn3)nn2)c1	9.2	20.3	-6.4	4.1	-2.6	1.4	0.3	-1.5	-1.7
CC(C)(C)NC(=O)Cn1nnc(-c2ccccc2Cl)n1	2.5	22.2	-5.3	-9.1	-9.0	0.9	-0.4	0.3	2.9
CC(C)NC(=O)c1ccccc1NC(=O)Cc1ccc(Br)cc1	16.7	-10.5	-10.9	5.1	-17.4	2.4	0.2	0.7	-8.7
O=C(NC1CCCCCCC1)C1CCCN(S(=O)(=O)c2cnc[nH]2)C1 (configuration not stated)	-25.2	1.0	1.5	1.3	-10.2	0.1	-0.2	0.7	-9.2
c1csc(C2=Nn3c(nnc3-c3ccncc3)SC2)c1	40.8	31.0	-20.4	-8.4	-30.5	2.9	0.2	-0.2	-7.6
CC(C)(C)c1cc(CCC(=O)N2CCNCC2)c(C(C)(C)C)cc1O	63.9	11.1	3.8	-0.6	-20.4	0.8	0.0	-0.6	0.7
O=c1c2cn[nH]c2nc(SCc2ccccc2F)n1-c1ccc(Br)cc1	-13.2	7.1	14.2	4.8	-0.7	-0.6	0.1	-0.5	-6.5
Cc1ccc(-c2nnc(N3CCCCC3)c3ccccc23)cc1	13.8	-4.7	-23.7	1.8	-5.3	31.0	-1.7	-3.6	-14.8
O=C1c2ccccc2NC(c2ccccc2)N1NS(=O)(=O)c1ccccc1 (configuration not stated)	-1.3	-38.8	2.9	5.4	13.3	-0.9	-0.1	-0.1	5.0
C/C(=N\O)c1ccc2[nH]ccc2c1	7.3	3.4	-5.9	-3.7	2.0	-0.6	-0.8	0.1	-1.7
CSc1nc(NC(C)(C)C)nc(N2CCOCC2)n1	38.6	14.2	-6.4	-2.1	-9.0	-1.6	0.0	0.5	-2.8
CCOC(=O)c1c(C)nc2ccc(C)cn12	-13.2	7.9	-30.4	-1.3	-14.4	0.9	0.8	1.0	-13.5
Cn1c(SCC(=O)N/N=C/c2ccccn2)nnc1-c1ccccc1	17.0	9.6	-3.3	2.4	-5.5	0.8	0.5	0.6	0.9
CCCN1CCC(=NNC(=O)CSc2cc(C)c(Br)cc2C)CC1	48.9	3.7	-6.2	-6.7	-6.3	1.6	0.8	-1.2	-16.9

Record cards, as listed above.
C/C(=N\O)C1/C(=N/O)CC2C1C2(C)C (configuration not stated) is listed as CHOP inhibitor = 16.3; PPC-1+TRAIL kill = 6.1; EBV gp42 inh = -10.2; Runt-SMMHC FRET = -0.4; Mdm2 ligase inh = -12.8; TNF death inh = -0.2; TRPML3 agonist = 0.2; TRPN1 ag = 1.3; p47phox inh = -4.2
C=CCOC(=O)C1=C(C)Nc2nnnn2C1c1cccc(OC)c1OC (configuration not stated) is listed as CHOP inhibitor = 45.8; PPC-1+TRAIL kill = -3.4; EBV gp42 inh = -3.7; Runt-SMMHC FRET = -0.2; Mdm2 ligase inh = -2.6; TNF death inh = 1.0; TRPML3 agonist = 0.6; TRPN1 ag = 0.4; p47phox inh = 0.3

Bioassay records from PubChem BioAssay.
